# Bioassay records deposited in PubChem BioAssay by several laboratories.
# NF-kB expr up: compounds increasing NF-kB expression in human neuronal cells | NF-kB reporter expression; hits give high values | fold change at 12.5 µM | 1.6% of 190,000 active | AID 1239; in the data active = fold change above about 3.3
# TNAP inh noacc: blocks human TNAP activity with no phosphate acceptor present; P05186; purified TNAP, CDP-star luminescence, 30 min; inhibition, % at 20 µM; 0.26% of 200,000 active; AID 1012;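 active = tissue-nonspecific alkaline phosphatase inhibition above about 50% at 20 µM in the single-dose screen, limit read from the data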;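 note: 0% = DMSO negative control and 100% = EDTA positive control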
# APP 5'UTR act: APP 5'UTR luciferase reporter activation | activation, % at 2 µM | 1% of 190,000 active | SH-SY5Y APP 5'UTR luciferase reporter, luminescence; zero percent = DMSO vehicle wells;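 active = activation above a set limit, based on mean plus 3 SD of controls, cut at about 140% in these data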; note: values of inactives mirror those of a sister screen read the other way
# PMI act hi M6P: PMI (human) activation, high substrate. coupled PMI enzyme assay, resazurin fluorescence, 20 min; hits give high values; 1 = untreated enzyme, 0 = substrate-free blank. activation factor at 20 µM. 0.34% of 190,000 active. AID 1216;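 active = activation factor of 2 or more at 20 µM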
# Target sequence (P34949 whole entry, looked up): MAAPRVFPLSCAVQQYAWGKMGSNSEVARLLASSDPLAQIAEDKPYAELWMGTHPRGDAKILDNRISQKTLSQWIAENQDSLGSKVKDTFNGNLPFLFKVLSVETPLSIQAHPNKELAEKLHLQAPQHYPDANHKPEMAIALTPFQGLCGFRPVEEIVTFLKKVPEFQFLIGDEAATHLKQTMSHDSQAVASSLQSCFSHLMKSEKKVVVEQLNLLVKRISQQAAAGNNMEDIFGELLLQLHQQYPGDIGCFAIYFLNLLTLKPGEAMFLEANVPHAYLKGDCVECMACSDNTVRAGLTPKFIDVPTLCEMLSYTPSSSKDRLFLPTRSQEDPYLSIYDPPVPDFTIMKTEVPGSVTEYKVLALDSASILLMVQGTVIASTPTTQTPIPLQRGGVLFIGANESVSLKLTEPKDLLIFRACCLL
#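 Technique: Diaphorase-driven resazurin-to-resorufin fluorescence, excitation 544, emission 590 nm | Assay system: Human PMI in coupled enzyme assay | Times: Enzyme reaction with compound 20 min at room temperature | Medium: HEPES-buffered pH 7.4 with magnesium and detergent | Reagent: Mannose-6-phosphate 1.0 mM (near-saturating) plus 0.22 mM NADP+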
# FLuc act counter: affects firefly luciferase, flagging false hits in luciferase stimulation screens | P08659 | ATPlite luciferase biochemical, luminescence, 10 min; 0 = ATP-free wells, 1 = DMSO control | activation factor at 10 µM | 200,000 tested, under 10 active | AID 1027;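 active = luciferase activation factor, scaled between plate controls, of at least 2 with compound at 10 µM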
# Target sequence (P08659 whole entry, looked up): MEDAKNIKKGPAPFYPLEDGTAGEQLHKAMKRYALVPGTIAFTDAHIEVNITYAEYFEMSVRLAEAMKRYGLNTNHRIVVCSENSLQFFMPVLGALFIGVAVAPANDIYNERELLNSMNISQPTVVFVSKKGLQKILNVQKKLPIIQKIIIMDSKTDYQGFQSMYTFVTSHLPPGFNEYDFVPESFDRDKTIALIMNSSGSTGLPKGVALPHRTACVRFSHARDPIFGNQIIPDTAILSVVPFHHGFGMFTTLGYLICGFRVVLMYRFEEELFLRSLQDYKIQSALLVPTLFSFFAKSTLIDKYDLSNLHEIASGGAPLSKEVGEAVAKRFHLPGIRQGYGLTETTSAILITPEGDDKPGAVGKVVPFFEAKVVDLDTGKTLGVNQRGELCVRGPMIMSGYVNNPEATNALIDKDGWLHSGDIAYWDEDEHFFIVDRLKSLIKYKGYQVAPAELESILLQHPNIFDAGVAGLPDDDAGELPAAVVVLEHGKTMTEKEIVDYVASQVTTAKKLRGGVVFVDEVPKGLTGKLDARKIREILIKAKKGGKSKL
#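 test system = cell-free luciferase reagent | medium = PBS as buffer for the ATP substrate | dosing = test compounds dosed from 2 mM stocks in 100% DMSO | incubation = 10 min at ambient temperature | detection = luminescence measurement of luciferase light output | benchmarks = low control with PBS replacing ATP, high control enzyme plus ATP without compound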
# PMI act: increases human mannose-6-phosphate isomerase activity. P34949. purified human PMI, coupled resazurin fluorescence, 20 min; hits give high values; 1 = vehicle control, 0 substrate-free wells. activation factor at 20 µM. 0.005% of 190,000 active. AID 1214;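 active = activation factor of 2 or more at 20 µM, relative to plate controls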
# TNAP act hi DEA: activators of human TNAP at high phosphate acceptor concentration; AID 1136; P05186; 200,000 tested, under 10 active; purified TNAP, CDP-star luminescence, 1 M DEA, 30 min; hits give high values; 0 = EDTA background, 1 = DMSO-only activity; activation factor at 20 µM;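 active = activation factor at least 2 at 20 µM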
#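 Test system – human TNAP · Doses – 20 µM single point · Incubation – 30 min, room temperature · Signal – luminescent substrate turnover signal · Read-out basis – activation factor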
# TNAP inh hiacc: TNAP (human) inhibition, high acceptor; 0.03% of 200,000 active; AID 1135; inhibition, % at 20 µM; purified TNAP, CDP-star luminescence, 1 M DEA; P05186;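 active = over 50% inhibition of tissue-nonspecific alkaline phosphatase at 20 µM in the single-dose screen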;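 note: plate controls were DMSO wells for no effect and EDTA-quenched wells as full inhibition for full effect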
# bIAP act: intestinal alkaline phosphatase (bovine) activation | purified bovine IAP, CDP-star luminescence, 30 min; hits give high values; fold of DMSO-control signal, blank-subtracted | 0.17% of 200,000 active | activation factor at 20 µM;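 active = activation factor of 2 or more at 20 µM, a signal rise over negative controls twice the positive control's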
# FLuc inhib CS: Photinus pyralis luciferase inhibition counter-screen. ATPLite firefly luciferase biochemical luminescence, 10 min. AID 1006. inhibition, % at 10 µM. 1.5% of 200,000 active;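 active = inhibition above about 50% when tested at 10 µM, limit read from the data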
# * = called active by the depositor.
SMILES,NF-kB expr up,TNAP inh noacc,APP 5'UTR act,PMI act hi M6P,FLuc act counter,PMI act,TNAP act hi DEA,TNAP inh hiacc,bIAP act,FLuc inhib CS
COc1cccc(-n2nc3c(-n4ncc(C#N)c4N)nnc(C)c3c2C)c1,1.2,-2,15,0.9,1.1,0.9,1,3,0.6,-5
C#CCOCCOCCOCCNc1nc(N2CCN(C(=O)[C@H](CCC(=O)O)n3cc(C(N)CC(C)C)nn3)CC2)nc(N2CCN(C(=O)[C@H](Cc3cc4ccccc4[nH]3)n3cc(C(N)CC(C)C)nn3)CC2)n1 (stereo not given in full),1,-18,15,1.2,1.1,1.2,1.1,-11,1.2,-5
O=C1C2CC=C(Cl)CC2C(=O)N1CCC[n+]1ccccc1 (stereo not given),1.1,-12,-2,1.1,1,1,1.1,-7,1,-2
CCN(CC)C(=O)NCc1c(C)cc(C)cc1C,0.99,-7,12,1.1,1,1,1,-3,1,-1
O=[N+]([O-])c1ccccc1CN1CCN(Cc2ccccn2)CC1,1.4,-13,3,1.2,1.1,1.1,1.1,-5,0.8,-9
Nc1nn(-c2ccccc2)c(N)c1N=Nc1ccc2c(c1)OCO2,7.5*,14,92,0.9,0.5,1,0.9,6,1.1,51*
COc1ccc(CN2CCS(=O)(=O)CC2)cc1OC,1.2,-11,45,0.9,1.1,1.1,1,-4,0.9,-7
Cc1ccc(C(c2nnnn2C2CCCC2)N2CCN3CCCC3C2)cc1 (stereo not given),1.1,-14,21,1,1.1,1.1,1.1,-7,1,-9
CN(Cc1cccc2cnccc12)C(=O)CCc1nnc(CCc2ccccc2)o1,1.2,-8,16,0.9,1.1,0.9,1,-4,1.1,-6
O=C(/C=C/c1ccc(OCCCF)cc1)NCc1ccc(Cl)c(Cl)c1,1,-9,-4,0.9,1,0.9,1,0,0.9,-1
CC1(C)Cc2c(sc3nc(-c4cc5ccccc5o4)n(N)c(=O)c23)CO1,1.1,-12,-5,0.9,0.9,0.9,1,-3,0.9,7
O=C(O)CCC(=O)Nc1nc2ccccc2s1,1,-19,11,0.9,1,1,1.1,-6,1,-4
CCOC(=O)c1c(NC(=S)Nc2ccccc2)sc2c1CCN(CCc1ccccc1)C2,0.6,2,-11,1.4,1.1,1.2,1,1,0.7,-5
O=C(N/N=C(\Cc1ncc[nH]1)c1ccccc1)c1cccnc1,0.83,14,-30,0.9,1,1.1,1,-3,1.2,-1
Cc1cc(S(=O)(=O)NCc2ccccc2)ccc1OCC(=O)NCC1CCCO1 (stereo not given),1.6,-11,-8,1,1,1,1,-5,1,-4
CCOC(=O)N1CCN(C(=O)c2cnn3ccccc23)CC1,1.1,-10,12,0.9,1.1,1,1,-2,1.1,-6
CCCCN(C)CCNC(=O)C(NC(=O)C1CCC(C)CC1)C(C)C (stereo not given),1.1,-17,2,1,1.1,1,1.1,-6,1,-6
Cc1ccc(C(=O)C[n+]2cc(-c3ccc(C)cc3)n3c2CCCCC3)cc1,1.1,-1,4,1,1,0.9,1,-2,0.8,2
CN1CCN(CCCCOc2ccc(F)cc2)CC1,0.66,-12,3,1,1,0.9,1.1,-5,1.1,0
CC12CCC(C(=O)N3CCCCC3)(CC1=O)C2(C)C (stereo not given),1.2,-4,4,1,1,1,1.1,-7,1,-2
Cc1ccc(C(=O)NC(=S)Nc2ccc(N3CCOCC3)cc2)c(C)c1,1,-5,-12,0.9,1,1,1,-3,1,-5
COc1ccc(S(=O)(=O)/N=C2/NC(=O)/C(=C\c3cc(OC)c(OC)cc3[N+](=O)[O-])S2)cc1,0.89,-2,-6,0.9,1,0.9,1,0,0.9,-4
Cc1cccnc1NC(=O)/C=C/c1ccc2c(c1)OCO2,2.8,-1,73,1,0.6,1,1,-2,0.9,40
Cc1ccccc1OCC(=O)NNC(=O)CSc1nc(N)cc(N)n1,1.1,-50,6,0.8,1,0.9,1,-4,1.3,-1
O=C(O)c1cnc(-c2ccccc2)nc1Sc1ccccc1Cl,1,-8,-12,1,1,1.1,1,-2,1.1,-2

# Rewritten with values under each structure: 6 of the compounds above
# Screens in order – NF-kB expr up	TNAP inh noacc	APP 5'UTR act	PMI act hi M6P	FLuc act counter	PMI act	TNAP act hi DEA	TNAP inh hiacc	bIAP act	FLuc inhib CS
- CN(Cc1cccc2cnccc12)C(=O)CCc1nnc(CCc2ccccc2)o1
 : 1.2	-8	16	0.9	1.1	0.9	1	-4	1.1	-6
- CCOC(=O)N1CCN(C(=O)c2cnn3ccccc23)CC1
 : 1.1	-10	12	0.9	1.1	1	1	-2	1.1	-6
- Cc1cc(S(=O)(=O)NCc2ccccc2)ccc1OCC(=O)NCC1CCCO1 (stereo not given)
 : 1.6	-11	-8	1	1	1	1	-5	1	-4
- CC1(C)Cc2c(sc3nc(-c4cc5ccccc5o4)n(N)c(=O)c23)CO1
 : 1.1	-12	-5	0.9	0.9	0.9	1	-3	0.9	7
- COc1ccc(CN2CCS(=O)(=O)CC2)cc1OC
 : 1.2	-11	45	0.9	1.1	1.1	1	-4	0.9	-7
- O=C(O)c1cnc(-c2ccccc2)nc1Sc1ccccc1Cl
 : 1	-8	-12	1	1	1.1	1	-2	1.1	-2

# Additional records follow:
SMILES,NF-kB expr up,TNAP inh noacc,APP 5'UTR act,PMI act hi M6P,FLuc act counter,PMI act,TNAP act hi DEA,TNAP inh hiacc,bIAP act,FLuc inhib CS
O=C(Nc1sccc1C(=O)NCc1ccco1)c1cccnc1,1,-3,10,1.1,1,1,1,-1,1,-5
CN(C)S(=O)(=O)c1ccc(C(=O)OCc2ccc([N+](=O)[O-])cc2)cc1,1.3,-4,8,1.1,1,1.1,1,0,1.1,4
O=c1cc(CSc2nnnn2-c2ccccc2)[nH]c2[nH]n(-c3ccccc3)c(=O)c12,0.88,-9,-8,1,1,0.8,1,-2,0.9,-1
COc1ccc(Cl)cc1N1C(=N)SCC1=O,1,-7,-5,0.9,1,0.9,1,-2,1.1,-2
CCC(CC)NC(=O)c1cccc(Oc2ccccc2)c1,1.2,-4,4,0.9,1,0.9,1,-5,0.9,0
COCCn1nnnc1C(c1ccc(OC)c(OC)c1)N1CCc2ccccc21 (stereo not given),1.3,-9,6,0.9,1,1,1,-3,1,-3
Cc1ccccc1OCc1nnc(SCc2cc(=O)[nH]c3ccccc23)o1,1.6,-15,-6,1,1,0.9,0.9,6,0.9,-3
CC1CN(S(=O)(=O)c2cccc(C(=O)OC/C(O)=C(\C#N)c3nc4ccccc4[nH]3)c2)CC(C)O1 (stereo not given),0.98,-16,-9,0.8,1,0.9,1,-1,1.1,-5
O=C1NCCN1Cc1ccc(F)cc1,1.1,-16,-1,1,1,1,1.1,-7,0.9,-5
CCc1sc(C(=O)NC)cc1Br,1.1,-10,-10,1,1.1,1,1,-3,0.9,-8
COC(=O)c1oc2c(c1C)C1(CCC2)SCCS1,1.2,-17,-4,0.9,1,0.9,1.1,-7,0.9,-5
Cc1ccc(S(=O)(=O)Nc2cc(C(F)(F)F)ccc2N2CCOCC2)c(C)c1,0.76,-11,19,0.9,1,0.9,1,-3,1,-4
Cc1cc(=O)n2nc(-c3ccccc3)sc2c1C#N,1.9,-4,3,0.9,1,0.9,1.1,-6,1,-2
COc1cccc(NC(=O)Cc2nnc(SCC(=O)NC(C)c3ccccc3)n2C)c1 (stereo not given),1.1,-10,-13,1,1,1,1,-1,1,-3
COc1ccc(NC(=O)CCn2cccc2)c(OC)c1,1,-5,22,1.1,1.1,1,0.9,6,1.1,-6
Cn1c(N)c(C(=O)COC(=O)c2ccco2)c(=O)n(C)c1=O,1,-1,-3,1,1.1,1.1,1.1,-7,1,-7
c1cn(CCCNC2=NCCCCC2)cn1,1.1,-3,7,0.9,1,1.1,1,-1,1.2,-4
CCOC(=O)C1(CCCc2ccccc2)CCN(Cc2cnc(C)s2)CC1,0.91,-5,3,1,1.1,1,1,-1,1,-9
Cc1ccccc1OCC(=O)OC(C)CN1CCN(C)CC1 (stereo not given),1.1,-11,0,1.1,1,1.1,1,-5,0.9,-3
O=C(Nc1nccs1)C1CC(=O)N(c2ccc(Cl)cc2)C1 (stereo not given),1.3,-6,-11,1,1,1,1,1,1,-2
Clc1c(-c2nnc3n2CCCCC3)sc2ccccc12,1.1,-11,-10,1,1.1,1.1,1,-3,0.9,-6
O=C(/C=C/c1ccc(Cl)c([N+](=O)[O-])c1)Nc1ccc(NC(=O)c2ccco2)cc1,1,-8,22,0.9,1,1,1,1,0.4,0
CCOc1ccc(NS(=O)(=O)c2ccc3c(c2)N(C(C)=O)CC3)cc1,0.92,-7,-4,0.9,1,0.9,1,-5,1,-3
CN(C)S(=O)(=O)c1ccc(NC(=O)N2CCN(c3cccc(C(F)(F)F)c3)CC2)cc1,0.7,-12,0,0.8,1,0.8,1,-1,0.9,0
O=CNC1CCCc2c1[nH]c1ccc(Cl)cc21 (stereo not given),1.4,-6,-4,0.9,1,0.9,1,-4,1,-3
# Further compounds follow.
SMILES,NF-kB expr up,TNAP inh noacc,APP 5'UTR act,PMI act hi M6P,FLuc act counter,PMI act,TNAP act hi DEA,TNAP inh hiacc,bIAP act,FLuc inhib CS
COc1cccc(OC)c1C(=O)N1CCN(c2c(Cc3ccccc3)c(C)nc3ncnn23)CC1,1,-11,-12,1,1,1.1,1.1,-7,1,-4
CCOC(=O)N1CCC(N(CCN(C)C)C(=S)Nc2ccccc2OC)CC1,1.1,-11,-11,1.1,1.1,1.1,1,-5,1,-9
COc1ccc(C(=O)Nc2ccncc2)cc1OC,0.85,11,-16,0.9,1,0.9,0.9,5,1,-3
CSc1nc(C)cc(OCCNS(=O)(=O)c2cc(C)ccc2C)n1,0.98,0,-11,0.9,1.1,0.9,1,-1,0.9,-8
COc1cc(NC(=O)c2cccs2)ccc1NC(=O)c1cc2ccccc2o1,1.2,-12,-9,1,1,1,1,-5,0.9,-1
CCCOc1ccc(/C=c2\sc3nc(-c4ccco4)nn3c2=O)cc1OCC,1.1,6,1,1,1,0.9,1,-1,0.9,0
CCOC(=O)CNc1c(-c2ccc(F)cc2)nc2cnccn12,1.1,-17,-3,1,1.1,1,1.1,-7,1.1,-6
O=C(COC(=O)c1sc2ccccc2c1Cl)Nc1ncc(Cl)cc1Cl,1.2,2,-13,1.2,1.1,1.1,1,-2,1,-7

# Pulled by compound from above, five records:
SMILES,NF-kB expr up,TNAP inh noacc,APP 5'UTR act,PMI act hi M6P,FLuc act counter,PMI act,TNAP act hi DEA,TNAP inh hiacc,bIAP act,FLuc inhib CS
COc1cccc(-n2nc3c(-n4ncc(C#N)c4N)nnc(C)c3c2C)c1,1.2,-2,15,0.9,1.1,0.9,1,3,0.6,-5
CCOc1ccc(NS(=O)(=O)c2ccc3c(c2)N(C(C)=O)CC3)cc1,0.92,-7,-4,0.9,1,0.9,1,-5,1,-3
COc1ccc(NC(=O)CCn2cccc2)c(OC)c1,1,-5,22,1.1,1.1,1,0.9,6,1.1,-6
O=C(N/N=C(\Cc1ncc[nH]1)c1ccccc1)c1cccnc1,0.83,14,-30,0.9,1,1.1,1,-3,1.2,-1
CCOC(=O)CNc1c(-c2ccc(F)cc2)nc2cnccn12,1.1,-17,-3,1,1.1,1,1.1,-7,1.1,-6
